Bioassay records: PubChem, several laboratories
RGS4 act = RGS4 potentiation or activation | HEK293 M3R/inducible RGS4, carbachol calcium flux Fluo4; hits give low values | B-score at 10 µM | 310,000 compounds, 0.92% hits | AID 463111;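 active = B-score of the integrated calcium signal more than 4 SD below the library mean, with starting fluorescence not abnormally high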;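 also: negative B-score means reduced calcium response which marks RGS4 activation or potentiation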
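test system = M3R-expressing HEK293 line, RGS4 induced by doxycycline | probe or stimulus = carbachol at ECmax as muscarinic agonist stimulus | timing = dye loading 30 min 37 °C, buffer rest 30 min RT | signal = calcium dye Fluo4 fluorescence | evaluation = B score from integrated fluorescence ratio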
RGS4 block = inhibitors of human RGS4 | HEK293 M3R/RGS4 inducible, Fluo-4 calcium flux; hits give high values; triggered by carbachol at its EC20 | B-score at 10 µM | 310,000 compounds, 0.45% hits;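 active = B-score, a plate-corrected calcium signal, over three deviations above library mean, with baseline fluorescence within five deviations of library mean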;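 also: RGS4 expression induced by doxycycline in cells with stable M3 receptor; B-score is computed from the integrated fluorescence ratio over baseline after carbachol; higher B-score means a larger calcium signal and so more RGS4 inhibition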
MrgX1 PAM = human MrgX1 positive allosteric modulation, primary screen; Q96LB2; AID 588675; 310,000 compounds, 0.63% hits; B-score at 10 µM; MrgX1-HEK293, Fluo-4 calcium flux, FDSS; hits give high values;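 active = plate-corrected calcium response at least 3 library SD above typical, normal starting fluorescence, not activating the receptor alone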;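 also: compound read alongside a low EC10 to EC30 dose of BAM8-22 agonist; peak minus trough fluorescence over baseline measured at the second addition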
TRPC4 inh = TRPC4 (mouse) channel inhibition; Q9QUQ5; HEK293 TRPC4beta/mu-opioid, DAMGO-evoked Fluo4 calcium flux; hits give low values; B-score at 10 µM; 300,000 compounds, 0.39% hits; AID 2247;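 active = B-score over 3 SD under the library average, no early fluorescence shift, positive overall ratio signal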
Target sequence (Q9QUQ5 whole entry, looked up): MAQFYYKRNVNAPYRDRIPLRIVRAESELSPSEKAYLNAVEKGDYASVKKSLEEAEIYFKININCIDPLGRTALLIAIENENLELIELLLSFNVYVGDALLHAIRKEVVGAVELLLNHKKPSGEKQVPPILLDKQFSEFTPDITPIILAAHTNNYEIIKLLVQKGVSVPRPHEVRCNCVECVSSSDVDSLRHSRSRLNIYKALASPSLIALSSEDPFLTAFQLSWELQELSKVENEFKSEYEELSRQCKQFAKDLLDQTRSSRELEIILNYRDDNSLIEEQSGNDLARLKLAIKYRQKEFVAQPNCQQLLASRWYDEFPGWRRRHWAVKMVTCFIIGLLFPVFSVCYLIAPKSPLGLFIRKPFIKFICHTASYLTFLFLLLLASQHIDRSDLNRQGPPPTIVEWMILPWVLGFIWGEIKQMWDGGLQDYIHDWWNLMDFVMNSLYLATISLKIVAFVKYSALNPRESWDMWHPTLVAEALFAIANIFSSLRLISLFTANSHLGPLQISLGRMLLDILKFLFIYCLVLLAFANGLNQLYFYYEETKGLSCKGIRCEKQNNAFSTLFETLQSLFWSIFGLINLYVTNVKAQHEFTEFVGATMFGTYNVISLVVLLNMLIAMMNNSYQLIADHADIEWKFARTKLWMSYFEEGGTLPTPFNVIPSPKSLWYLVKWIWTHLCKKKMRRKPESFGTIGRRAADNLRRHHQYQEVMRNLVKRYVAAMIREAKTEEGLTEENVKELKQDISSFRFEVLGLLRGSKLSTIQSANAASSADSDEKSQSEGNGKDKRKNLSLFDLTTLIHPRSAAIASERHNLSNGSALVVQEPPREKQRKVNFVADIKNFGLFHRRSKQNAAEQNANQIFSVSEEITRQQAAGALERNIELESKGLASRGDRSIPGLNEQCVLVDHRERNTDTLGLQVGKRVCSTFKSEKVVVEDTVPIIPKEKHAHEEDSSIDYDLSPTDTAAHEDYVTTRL
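Test system – stable TRPC4beta/mu-opioid receptor HEK293 cells · Probe or stimulus – DAMGO, a submaximal dose followed by a maximal one · Dosing – one concentration per compound · Signal – Fluo4 calcium fluorescence by kinetic imaging, 5 s 1 Hz baseline · Evaluation – per-well B score of integrated baseline-normalized Fluo4 ratio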
MrgX1 agonist = agonists of human MrgX1 receptor | Q96LB2 | MrgX1-HEK293 cells, Fluo-4 calcium fluorescence, agonist mode; hits give high values | B-score at 10 µM | 310,000 compounds, 0.44% hits;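 active = calcium response B-score plate-corrected fluorescence ratio at least 3 library SD, with starting fluorescence B-score inside 5 SD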
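Test system: HEK293 cells stably expressing human MrgX1 receptor; Input: fifteen thousand cells per well; Dosing: compound delivered in addition one of three; Schedule: overnight seeding, then 1 h dark dye loading; Technique: Fluo-4 NW calcium fluorescence; Measure: B-scored fluorescence response ratio; Controls: positive and negative controls per plate.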
TRPC6 inhibitor = mouse TRPC6 channel inhibition; Q61143; HEK293-TRPC6, membrane potential dye, ACh-evoked depolarization; hits give low values; B-score at 10 µM; 310,000 compounds, 1.1% hits; AID 2553;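 active = B-score under library mean minus 3 SD, initial fluorescence not abnormally high, positive integrated signal ratio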;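 also: B-score derived from integrated fluorescence ratio over the kinetic read; more negative B-score means stronger inhibition of depolarization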
HIF act = HIF pathway transcriptional activation | U2OS HRE-luciferase reporter, luminescence; normalized: DMSO 0%, desferrioxamine 100% | activation, % at 7.5 µM (by protocol) | 300,000 compounds, 0.32% hits | AID 1910;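 active = mean activation of at least 10% of the iron chelator positive control signal, with at least half of replicates also reaching 10%; inconclusive = mean and replicate majority disagree about reaching 10%; inactive = mean and most replicates under 10%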
SKKanGAS inh = blocks kanamycin growth of S. pyogenes SKKanGAS strain | BacTiter-Glo, 6 h | inhibition, % at 7.5 µM | 300,000 compounds, 1.3% hits;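 active = mean replicate score, as percent of positive control median, at least 50; inconclusive = mean below 50 but one replicate at or above 50; inactive = mean and every replicate below 50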;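 also: strain carries kanamycin resistance gene driven by streptokinase promoter and grows in 40 µg/ml kanamycin; loss of luminescence reflects streptokinase promoter inhibition or plain growth inhibition; 0% = median of DMSO wells and 100% = positive control at its reference dose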
TRPC6 act = activators of mouse TRPC6 channel; B-score at 10 µM; AID 2550; HEK293-TRPC6 membrane potential dye fluorescence; hits give high values; 310,000 compounds, 0.13% hits; Q61143;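 active = B-score of the integrated fluorescence ratio above library mean plus 3 SD, and starting fluorescence ratio within library mean plus 5 SD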;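 also: higher score means more depolarization so channel activation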
Platelet DG rel = modulates dense granule release in human platelets; human platelet-rich plasma, SFLLRN dense granule ATP release, luminescence; inhibition, %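 (compounds screened at 7.5 µM in platelet-rich plasma)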; 300,000 compounds, 0.22% hits; AID 1663;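 active = mean replicate score, as percent of positive control, at or above 50; inconclusive = mean below 50 but at least one replicate at or above 50; inactive = mean and every replicate below 50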
MrgX1 antag = human MrgX1 receptor antagonism, primary screen. Q96LB2. MRGX1-HEK293 calcium flux, Fluo-4, BAM8-22 antagonism; hits give low values. B-score at 10 µM. 310,000 compounds, 1.3% hits;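 active = calcium-response B-score plate-corrected more than 3 library SD below zero, starting fluorescence within 5 deviations, no agonist response on first addition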;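 also: peak minus trough fluorescence over baseline after final BAM8-22 challenge near maximal dose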
* hit, by the source's call; i = inactive; ? = inconclusive; / = no result given; & = joins results of further samples. Outcome played no part in choosing rows; 6.1% or so of the library scored in one or more.

SMILES	RGS4 act	RGS4 block	MrgX1 PAM	TRPC4 inh	MrgX1 agonist	TRPC6 inhibitor	HIF act	SKKanGAS inh	TRPC6 act	Platelet DG rel	MrgX1 antag
Cc1ccc(NC(=O)c2nccnc2C(=O)O)cc1C	i	i	i	i	i	i	0.5	2	i	10	i
CCC(=O)NCc1csc(-c2cccs2)n1	i	i	i	i	i	i	/	1	i	/	i
CCNc1nn2ccccc2c1/C=C(\C#N)C(=O)OCC	i	i	i	i	i	i	-1.5	-10	i	0	i
CCOC(=O)C(C)n1cnc2sc3c(c2c1=O)CCC3 (stereo not drawn)	i	i	i	i	i	i	-0.1	0	i	0	i
CC(=O)c1ccc(N2CCN(C(=O)C3CCC3)CC2)cc1	i	i	i	i	i	i	0.5	2	i	-1	i
Cc1cccc(OCCCC(=O)NCCc2ccccc2)c1	i	i	i	i	i	i	0.3	-9	i	5	i
COc1ccc(C(C[N+](=O)[O-])c2c(C)[nH]c3ccccc23)cc1OC (stereo not drawn)	i	i	i	i	i	i	0.3	-1	i	8	i
CC/C(=N/NC(=O)c1ccc(Br)cc1)c1ccc(OCCN2CCOCC2)cc1	i	i	i	i	i	i	0.3	-5	i	14	i
O=C(Nc1cc(C(=O)N2CCOCC2)ccc1N1CCCC1)c1cccs1	i	i	i	i	i	i	-0.2	-1	i	8	i
COc1ccc(C2C(C#N)=C(C)NC3=C2C(=O)CC(C)(C)C3)c(OC)c1 (stereo not drawn)	i	i	i	i	i	i	-0.4	0	i	-1	i
COc1cc(-c2nc3c(c(C)nn3-c3ccccc3)c3cc(OC)c(OC)cc23)ccc1O	i	i	i	i	i	i	-0.3	34	i	-1	i
COc1ccc(-n2c(C)nn(CC3CC3)c2=O)cc1	i	i	/	i	/	i	-0.3	1	i	-1	/
COc1ccc(-c2noc(-c3ccc(Br)o3)n2)cc1OC	i	i	i	i	i	i	2.8	-1	i	0	i
O=C(Cc1c(F)cccc1Cl)Nc1ccccc1N1CCCCC1	i	i	i	i	i	i	-0.9	22	i	-2	i
CCCOc1c(Br)cc(/C=N/O)cc1OC	i	i	i	i	i	i	-0.1	-3	i	9	i
CCS(=O)(=O)N1CCN(C(=O)c2ccccc2[N+](=O)[O-])CC1	i	i	i	i	i	i	0.2	-5	i	2	i
C1CCC(c2nn3c(-c4n[nH]c5c4CCC5)nnc3s2)CC1	i	i	i	i	i	i	-0.7	2	i	-7	i
O=C(Nc1cccc(Cl)c1)c1ccc2c(c1)OCCO2	i	i	i	i	i	i	1.1	-8	i	/	i
COc1ccc(-n2c(=S)[nH]c3sc4c(c3c2=O)CCN(C)C4)cc1	i	i	i	i	i	i	0.1	-2	i	4	i
Nc1nc(Cl)nc2ncn(Cc3ccccc3)c12	i	i	i	i	i	i	-29	-1	i	-6	i
COc1cccc(N2C(=NC(=O)COc3ccccc3)SC3CS(=O)(=O)CC32)c1 (stereo not drawn)	i	i	i	i	i	i	-0.7	1	i	13	i
CCCNC(=O)c1ccccc1NC(=O)c1ccc2c(c1)NC(=O)C(C)S2 (stereo not drawn)	-7.8*	i	i	i	i	i	2.4	?	i	3	i
Cn1c(=O)c2c(nc(SCC(=O)c3ccccc3F)n2C)n(C)c1=O	i	i	i	i	i	i	-0.1	10	i	1	-7*
COC(=O)c1sccc1NC(=O)CSc1nnnn1-c1ccccc1C	i	i	i	i	i	i	0.0	6	i	10	i
Cc1cc(C)c(C#N)c(SCC(=O)Nc2ccccc2C)n1	i	i	i	i	i	i	0.0	1	i	-5	i
O=C(COC(=O)c1ccc(Cl)nc1)NCCC1=CCCCC1	i	i	i	i	i	i	0.0	0	i	-5	i
O=C(COC(=O)c1ccccc1)NCCC1=CCCCC1	i	i	i	i	i	i	0.0	-2	i	-1	i
O=C(NCCSc1c[nH]c2ccccc12)c1c(F)cccc1F	i	i	i	i	i	i	0.0	-6	i	74*	i
Cc1ccc(OCC(=O)NC2CCCCCC2)cc1C	i	i	i	i	i	i	0.1	28	i	8	i
CCSc1nnc(NC(=O)c2ccc(C)o2)s1	i	i	i	i	i	i	1.1	-9	i	-1	i
COC(=O)c1ccc(N2CCOCC2)c(NC(=O)c2ccc(Br)o2)c1	i	i	i	i	i	i	0.0	12	i	5	i
O=[N+]([O-])c1ccccc1OCCCNCc1ccccc1	i	i	i	i	i	i	-0.2	7	i	6	i
O=C(/C=C/c1cccs1)Nc1nccs1	i	i	i	i	i	i	1.5	-2	i	-2	i
COc1ccc(S(=O)(=O)NCC(c2ccco2)N2CCOCC2)cc1 (stereo not drawn)	i	i	i	i	i	i	0.8	0	i	19	i
CCOC(=O)Nc1sc(C(=O)N(C)C)c(C)c1C(=O)OCC	i	i	i	i	i	i	-0.1	-15	i	-16	i
COc1cccc(N2CCN(S(=O)(=O)c3ccc(-c4cnc(C5CC5)o4)cc3)CC2)c1	i	i	i	i	i	i	0.2	1	i	8	i
COc1cc(C2SCC(=O)N2Cc2ccccc2)ccc1O (stereo not drawn)	i	i	i	i	i	i	-0.9	0	i	0	i
CCCOP(=O)(c1ccc(N(C)C)cc1)C(Nc1ccccc1)c1ccc(N(C)C)cc1 (stereo not drawn)	i	i	i	i	i	i	-0.2	-2	i	-6	i
COc1ccc2ccccc2c1/C=N/NC(=O)c1cccc(C)c1	i	i	i	i	i	i	-0.4	-5	i	-2	i
CCN1CCN(Cc2ccc(NC(=O)c3ccc(C)c(NC(=O)N4CCNC4=O)c3)cc2C(F)(F)F)CC1	i	i	i	i	i	i	1.6&2.2	-4&-6	i	16&1	i
CCOC(=O)c1ccc(NS(=O)(=O)c2c(C)[nH]c(C)c2C(=O)N2CCCCC2)cc1	i	i	i	i	i	i	-0.4	-4	i	3	i
CC/C(=N\NC(=O)c1ccccc1Cl)c1ccc(Br)s1	i	i	i	i	i	i	-0.3	0	i	-7	i
Cc1ccc(-c2ccnc3nc(Sc4ncc(C(F)(F)F)cc4Cl)nn23)cc1	i	i	i	i	i	i	-0.1	12	i	-2	i
O=C(CSCc1c(Cl)cccc1Cl)N1CCOCC1	i	i	i	i	i	i	-0.2	-3	i	2	i
C/C(CC1CC(COCC(C)C)OC1=O)=N\Nc1nc(-c2ccccc2)cs1 (stereo not drawn)	i	i	i	i	i	i	0.1	14	i	13	i
O=C(/C=C/c1ccco1)Nc1cccc2cccnc12	i	i	i	i	i	i	1.2	-6	i	5	i
C/C(Cl)=C\CSc1nnc2n(N)c(=O)c3ccccc3n12	i	i	i	i	i	i	0.0	3	i	-8	i
O=C(c1ccccc1)c1ccc(OCC(O)CN2CCCCC2)cc1 (stereo not drawn)	i	i	i	i	i	i	-0.3	6	i	4	i
C/C(CC(=O)NC1CCCCC1)=N\NC(=O)c1ccccn1	i	i	i	i	i	i	1.7	3	i	1	i
CCc1ccc(-c2cc(C)no2)cc1S(=O)(=O)NC(C)Cc1ccco1 (stereo not drawn)	i	i	i	i	i	i	-0.5	-2	i	6	i
c1ccc(CCN2CCN(c3ncnc4c3cnn4-c3ccccc3)CC2)cc1	i	i	i	i	i	i	0.3	-3	i	-10	i
C#Cc1ccc([C@H]2C=C(C(=O)NCc3ccccc3)O[C@@H](OCC)[C@@H]2CCCO)cc1	i	i	i	i	i	i	-1.7	16	i	-2	i
COC(C[C@@H]1O[C@@H]1[C@@H](O)[C@H](C)OCc1ccccc1)OC	i	i	/	i	/	i	0.0	-1	i	15	/
O=C(CCNC(=O)c1ccc([N+](=O)[O-])cc1)Nc1ccccc1N1CCCC1	i	i	i	i	i	i	-0.2	-2	i	11	i
O=C(O)CC1=C(Nc2ccccc2)C(=O)N(c2ccccc2)C1c1ccc(Br)cc1 (stereo not drawn)	i	i	i	i	i	i	2.8	13	i	-41	i
Cc1cc(C=O)c(C)n1-c1ccc(NC2CCCCC2)c([N+](=O)[O-])c1	-7.2*	i	i	i	i	i	-0.7	42	i	-1	i
Cc1ccc2cc(CNC(C)(C)C)c(=O)[nH]c2c1	i	i	i	i	i	i	-0.4	-2	i	0	i
CCc1ccc(NC(=O)N(CCN2CCOCC2)C2CCN(C(C)=O)CC2)cc1	i	i	i	i	i	i	0.2	-4	i	-1	i
Cc1ccnc(N2CCCC(C(=O)Nc3cccc(C)c3C)C2)n1 (stereo not drawn)	i	i	i	i	i	i	0.0	-1	i	6	i
CCOC(=O)c1nn(-c2ccccc2)c(=O)c(C#N)c1C	i	i	i	i	i	i	-5.6	4	i	1	i

(next part)
SMILES	RGS4 act	RGS4 block	MrgX1 PAM	TRPC4 inh	MrgX1 agonist	TRPC6 inhibitor	HIF act	SKKanGAS inh	TRPC6 act	Platelet DG rel	MrgX1 antag
CN1CCCN(C(=O)c2c(F)cccc2Cl)CC1	i	i	i	i	i	i	-1.5	1	i	-2	i
CCc1ccc(NC(=O)C2CCN(S(=O)(=O)c3ccc4c(c3)NC(=O)C(C)S4)CC2)cc1 (stereo not drawn)	i	i	i	i	i	i	-0.3	-6	i	6	i
CCOC(=O)C(=CNc1ccc(OC)cc1[N+](=O)[O-])C(=O)OCC	i	i	i	i	i	i	1.7	-1	i	3	i
CONC(=O)c1cc(OCC(F)(F)F)ccc1OCC(F)(F)F	i	i	i	i	i	i	-0.5	-12	i	-5	i
COc1ccc(OC)c(/C=C/c2[nH]c(=O)[nH]c(=O)c2[N+](=O)[O-])c1	i	10*	/	i	/	i	0.6	5	i	12	/
Fc1ccc(N2CCN(c3nc(-c4ccco4)cc(C(F)(F)F)n3)CC2)cc1	i	i	i	i	i	i	-0.1	19	i	-1	i
Cc1ccc(NC(=O)/C(Cl)=C\c2ccccc2)cc1	i	i	i	i	i	i	0.7	3	i	5	i
Cc1ccc(C2CC(=O)C=C(NCC(C)C)C2)cc1 (stereo not drawn)	i	i	i	i	i	i	-0.3	3	i	-15	i
